KCNQ2 block – KCNQ2 potassium channel inhibitors, primary screen, cell-based, CHO-K1, FluxOR thallium flux, B-score (AID 2156). 1.1% of 310,000 active. B-score at 10 µM. 20 min; stronger effect = lower value. O88943;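 active = fluorescence ratio B-score at most minus 3 library SDs, with starting brightness B-score within 2 library SDs, cut at about -5.5 in these data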
CHT inh – human CHT choline transport inhibition | AID 488975 | 0.86% of 310,000 active | CHT-expressing cells, membrane potential dye, choline response; stronger effect = lower value | B-score at 10 µM;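 active = B-score over 3 SD under the library average, and starting fluorescence ratio not unusually high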;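 also: choline stimulus applied at its EC90 after an EC20 pre-addition; B-score computed on integrated fluorescence ratio after choline addition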
Target sequence (Q9GZV3 whole entry, looked up): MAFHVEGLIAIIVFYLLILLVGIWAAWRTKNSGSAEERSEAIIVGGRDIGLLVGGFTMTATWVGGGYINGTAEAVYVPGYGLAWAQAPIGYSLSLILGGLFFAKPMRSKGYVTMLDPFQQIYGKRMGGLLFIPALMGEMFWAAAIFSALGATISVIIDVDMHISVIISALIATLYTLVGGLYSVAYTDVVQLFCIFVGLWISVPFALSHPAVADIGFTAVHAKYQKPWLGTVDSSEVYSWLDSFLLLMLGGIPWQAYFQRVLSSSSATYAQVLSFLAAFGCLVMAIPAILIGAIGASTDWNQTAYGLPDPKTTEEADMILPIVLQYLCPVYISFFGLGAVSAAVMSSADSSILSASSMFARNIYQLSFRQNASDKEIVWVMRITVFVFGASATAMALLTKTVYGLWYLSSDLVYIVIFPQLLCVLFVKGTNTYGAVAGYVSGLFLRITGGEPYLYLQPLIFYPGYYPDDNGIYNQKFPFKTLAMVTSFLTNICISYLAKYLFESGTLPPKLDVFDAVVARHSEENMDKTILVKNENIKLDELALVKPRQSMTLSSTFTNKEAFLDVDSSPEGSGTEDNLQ
Kir21 block – inhibitors of mouse Kir2.1 inward-rectifier potassium channel; P35561; HEK293-Kir2.1, FluxOR thallium flux fluorescence; stronger effect = lower value; B-score at 10 µM; 0.85% of 310,000 active;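 active = fluorescence ratio B-score at or below minus 3 SD of library scores, with starting-brightness B-score within 2 SD, cut at about -4.2 in these data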;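 also: channel flux triggered by added potassium and thallium sulfate stimulus; B-score of peak minus minimum fluorescence over baseline after thallium stimulus; more negative B-score means stronger Kir2.1 block with less thallium influx; some compounds called inactive have numbers as strong as hits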
Target sequence (P35561 whole entry, looked up): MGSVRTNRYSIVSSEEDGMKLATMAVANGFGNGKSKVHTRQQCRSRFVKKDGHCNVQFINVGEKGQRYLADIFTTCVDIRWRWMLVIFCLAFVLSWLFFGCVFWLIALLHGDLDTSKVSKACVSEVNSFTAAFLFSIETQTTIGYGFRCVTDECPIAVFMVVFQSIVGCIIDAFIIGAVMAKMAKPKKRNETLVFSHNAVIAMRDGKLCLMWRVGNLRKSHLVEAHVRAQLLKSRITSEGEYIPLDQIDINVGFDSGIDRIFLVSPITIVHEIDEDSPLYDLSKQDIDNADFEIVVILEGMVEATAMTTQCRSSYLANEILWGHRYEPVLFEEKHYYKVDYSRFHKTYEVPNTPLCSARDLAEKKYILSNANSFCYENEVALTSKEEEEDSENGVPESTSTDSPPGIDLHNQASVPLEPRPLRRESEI
* marks the source's active call; other numbers are inactive results; i = inactive; / = no result given. Hits appear at their usual frequency; 2.6% or so of the library scored in one or more.

SMILES	KCNQ2 block	CHT inh	Kir21 block
O=C1OCC(c2ccccc2)=C1c1ccccc1[N+](=O)[O-]	i	i	0.45
O=c1[nH]c2ccccc2c(=O)n1Cc1ccccc1	i	i	0.37
CCOc1ccc(N=Nc2c(C)[nH]n(-c3ccccc3)c2=O)cc1	i	i	0.33
O=C(NCCc1ccccc1)c1noc2c1CCCCC2	i	i	0.03
Cc1ccc(SCCC(=O)N/N=C/c2ccncc2)cc1	i	i	-0.37
COc1ccc(Nc2ncnc3ccccc23)c(OC)c1	i	i	1.3
O=C(Cc1ccccc1)NCC(=O)OCc1ccccc1F	i	i	0.62
Nc1cccc(-n2nnnc2CN2CCOCC2)c1	i	i	0.69
NC(=O)C1CCN(c2ncnc3c(-c4ccccc4)nsc23)CC1	i	i	1.3
NNC(=O)COc1ccc(-c2n[nH]c(C(F)(F)F)c2-c2ccc(Br)cc2)c(O)c1	i	i	-1.9
Cc1nccn1CC(O)Cn1c2ccccc2c2ccccc21 (stereo unspecified)	i	i	-1.1
Cc1cc(C)nc(NC(=O)c2cccc(Cl)c2)n1	i	i	-0.43
CCCc1nc2oc3c(=O)[nH]cnc3c2c2c1COC(C)(C)C2	i	i	-0.97
O=C(NC1CC1)C(=O)c1c(-c2ccccc2)[nH]c2ccccc12	i	i	0.65
Cc1cc(C)cc(NC(=O)N2CCN(S(C)(=O)=O)CC2)c1	i	i	1.7
O=C1C(=O)N(c2ccccc2)c2ccccc21	i	i	1.7
CCN(C(=O)C1=COCCO1)c1nc2c(C)cccc2s1	i	i	-1.2
COC(=O)N/N=C/c1cc([N+](=O)[O-])cc(Br)c1O	i	i	1.6
Cn1c(=NC(=O)CS(=O)(=O)c2ccccc2)sc2ccccc21	i	i	-0.81
O=C(CN1CCN(S(=O)(=O)c2ccccc2)CC1)NC(=O)NCc1ccccc1	i	i	-1.8
CCOc1ccccc1NC(=S)Nc1ncccc1C	i	i	-0.72
Cc1cc(C)c(C)c(S(=O)(=O)NC2CCCCC2)c1C	i	i	0.16
COc1ccc(C(=O)CSC2=NS(=O)(=O)c3cc(Cl)ccc3N2)cc1	i	i	0.07
CC(=O)N1c2ccc(S(=O)(=O)NCCC(=O)N3CCC(C)CC3)cc2CC1C (stereo unspecified)	i	i	-0.82
CCOC(=O)c1cccc(NS(=O)(=O)Cc2ccccc2)c1	i	i	-3.1
COc1ccc(C(=O)NC2CCN(CC(=O)N3CCCCC3)CC2)cc1	i	i	-0.11
Cc1ccc(Nc2nc3c([nH]2)c(=O)[nH]c(=O)n3C)cc1	i	i	0.26
COc1cccc(NC(=O)CSc2nc(C)cs2)c1	i	i	-1.3
O=C(Nc1cc(C(F)(F)F)ccc1Cl)C(Sc1nnc(-c2cccs2)o1)c1ccccc1 (stereo unspecified)	i	i	-1.9
CCC(=O)NCCCCCCNC(=O)CC	i	i	-0.15

The final 2 compounds of the part above come first, to join the parts.
SMILES	KCNQ2 block	CHT inh	Kir21 block
O=C(Nc1cc(C(F)(F)F)ccc1Cl)C(Sc1nnc(-c2cccs2)o1)c1ccccc1 (stereo unspecified)	i	i	-1.9
CCC(=O)NCCCCCCNC(=O)CC	i	i	-0.15
O=C(CSC1=NCCS1)Nc1ccnc2ccccc12	i	i	-0.35
CCOC(=O)C(C)Sc1nnc(CNC(=O)c2ccc(OC)cc2)n1C1CCCCC1 (stereo unspecified)	i	i	-0.02
Cc1ccc(C)c(CN2C(=O)COc3ccccc32)c1	i	i	-1.4
Cc1c(C(=O)NCc2ccc3c(c2)OCO3)cccc1[N+](=O)[O-]	i	i	1.1
O=C(NCCn1ccc2ccccc21)c1ccc(S(=O)(=O)N2CCCCC2)cc1	i	i	-1.2
CC(NC(=O)CCc1nnc(CCCc2ccccc2)o1)c1ccccc1 (stereo unspecified)	i	i	0.79
CCc1ccc(NC(=O)c2cc(Br)ccc2Br)cc1	i	i	0.01
CCCC1(CCC)C(=O)NC(=NCCc2ccc(OC)c(OC)c2)NC1=O	i	i	-1.6
Cc1ccc(S(=O)(=O)c2nc(-c3ccc(F)cc3)oc2SCC(=O)NCC2CCCO2)cc1 (stereo unspecified)	i	i	1.3
O=C1CSC(=Nc2ccccc2[N+](=O)[O-])N1	i	i	-0.06
CC(=O)c1nn(-c2ccc(Cl)cc2)c(=O)[nH]c1=O	i	i	-0.69
CC1(C)NC(=O)N(CCCOc2ccc(Br)cc2Cl)C1=O	i	i	0.18
O=C(NCCc1csc(-c2cccnc2)n1)c1ccccc1	i	i	0.03
S=C(Nc1ccccc1)N1CCn2c(nc3ccccc32)C1	i	i	0.86
CC1c2ccsc2CCN1S(=O)(=O)c1ccccc1 (stereo unspecified)	i	i	-6.8*
Cc1cc(O)c2c(C)c(CC(=O)N3CCN(C(=O)C4COc5ccccc5O4)CC3)c(=O)oc2c1 (stereo unspecified)	i	i	-0.1
CCNC(=S)NNC(=O)CSc1nc2ccccc2[nH]1	i	i	-0.06
O=C(O)c1cccnc1Br	i	i	0.16
CCCN(CC(=O)Nc1cc(Cl)cc(Cl)c1)CC(=O)Nc1ccc(F)c(F)c1F	i	i	2.5
Cc1nc2nc(C)c(CCC(=O)N3CCOCC3)c(C)n2n1	i	i	1.4
Cc1ccc([N+](=O)[O-])cc1NC(=O)c1ccc(C(C)(C)C)cc1	i	i	0.66
O=C1C=C(Nc2cccc(Cl)c2)CC(c2ccco2)C1 (stereo unspecified)	i	i	-0.27
O=C(N/N=C/c1cccc(Cl)c1)c1c(O)c2c([nH]c1=O)CCCC2	i	i	0.02
CCN1CCCC1CNC(=O)C(=O)Nc1cccc(OC)c1 (stereo unspecified)	i	i	-1.6
COC(=O)CCCC(=O)NC1CCCc2c1cnn2-c1ccc(F)cc1F (stereo unspecified)	i	i	0.17
CCNc1nc(N2CCCC2)nc(N2CCCC2)n1	i	i	0.49
Cc1cc(C(=O)CSc2nc3ccccc3c(=O)[nH]2)c(C)n1CC1CCCO1 (stereo unspecified)	i	i	0.42
CC(NC(=O)Cc1ccccc1)C1COc2ccccc2O1 (stereo unspecified)	i	i	-0.06
COc1ccc(CN(C)CC(=O)Nc2sc3c(c2C#N)CCC3)cc1OC	i	i	-0.95
O=C(NNS(=O)(=O)c1ccc(F)cc1F)c1csc(-c2cccnc2)n1	i	i	0.32
COc1ccc(N2CCN(CC(=O)Nc3cc(C)on3)CC2)cc1	i	i	0.58
Cc1ccc(C)c(SCc2nc3sc(C(=O)O)c(C)c3c(=O)[nH]2)c1	i	i	0.93
C/C(CC(=O)Nc1cccnc1)=N\NC(=O)C(C)Oc1ccc(Cl)cc1Cl (stereo unspecified)	i	i	-1.2
O=C(c1cc(-c2ccc(O)cc2)on1)N1CCc2ccccc2C1	i	i	-0.78
CCC(C(=O)Nc1c(C)cc(C)cc1C)N1CCCCCC1 (stereo unspecified)	i	i	-0.1
O=C(NCCCN1CCOCC1)C(c1ccccc1)c1ccccc1	i	i	1.2
CC(C)(CSc1nncn1N)NS(=O)(=O)c1ccc(Cl)cc1	i	i	1.7
COc1cc2c(cc1OC)[C@H](C)N(C(=O)NCc1ccccc1)CC2	i	i	1.9
O=C(NCc1ccc2c(c1)OCO2)c1ccc(CS(=O)(=O)c2cccc(C(F)(F)F)c2)o1	i	i	-0.75
CC(C)[C@H](NC(=O)N1CC(=O)Nc2ccccc21)C(=O)N1CCC(C(=O)O)CC1	i	i	-0.77

Ordered by length of the SMILES (descending): part of the list above.
SMILES	KCNQ2 block	CHT inh	Kir21 block
CC(C)(CSc1nncn1N)NS(=O)(=O)c1ccc(Cl)cc1	i	i	1.7
O=C(NCCCN1CCOCC1)C(c1ccccc1)c1ccccc1	i	i	1.2
CCC(C(=O)Nc1c(C)cc(C)cc1C)N1CCCCCC1 (stereo unspecified)	i	i	-0.1

The listing continues:
SMILES	KCNQ2 block	CHT inh	Kir21 block
Cc1cc(SCC(=O)NCCC2=CCCCC2)nc2ccccc12	i	i	-16*
S=c1nc[nH]c2c1[nH]c1ccc(Cl)cc12	i	i	0.26
COc1ccc(CC(=O)NCc2n[nH]c(=S)n2-c2ccc(F)cc2)cc1	i	i	0.26
CCCCCC1CC(=O)C=C(C)C1C(=O)OC (stereo unspecified)	i	i	-1.3
O=C(c1ccc(=O)[nH]c1)N1CCN(S(=O)(=O)c2cc(C(F)(F)F)ccc2Cl)CC1	i	i	-0.81
O=C(O)c1ccc2c(c1)C(=O)N(N1C(=O)c3ccccc3C1=O)C2=O	i	i	2.5
COc1ccc(S(=O)(=O)N(Cc2ccccc2)c2ccccc2C(=O)Nc2ccccc2C(=O)NCc2ccco2)cc1	i	i	-0.47
COc1cccc(/C=C2\SC(=S)N(CCCC(=O)N3CCCCC3)C2=O)c1	i	i	0
CCc1cccc(C)c1NC(=O)c1ccoc1C	i	i	0.08
O=c1[nH][nH]c(C(F)(F)F)c1C=Nc1ccccc1	i	i	0.03
CN1C(=O)/C(=C/c2ccc(-c3ccccc3[N+](=O)[O-])o2)SC1=Nc1ccc(Cl)c(C(=O)O)c1	i	i	1.5
CCOC(=O)C1=C(C)NC(C)=C(C(=O)OCC)C1c1ccccc1/C=C/C(=O)OC(C)(C)C	-6.7*	i	0.27
CC1CCC(NC(=O)c2ccc3c(c2)S(=O)(=O)c2ccccc2C3=O)CC1 (stereo unspecified)	i	i	-1
COc1ccc(NC(=O)Cc2ccccc2)cn1	i	i	-1.8
Cc1nnc(N/N=C/c2ccc(-c3ccc(Br)cc3)o2)n1N	i	i	0.02
CCOC(=O)C1=C(C)NC2=C(C(=O)CCC2)C1c1ccsc1 (stereo unspecified)	i	/	1.2
O=C(c1ccccc1)N1CCC(CC2CC(c3ccc(Cl)cc3)=NO2)(C(=O)NCC2CCCCC2)CC1 (stereo unspecified)	i	i	-1.3
Cc1cc(NC(c2cccnc2)c2c(C)[nH]c3ccccc23)no1 (stereo unspecified)	i	i	-1.4
CC1Cc2nc(SCC(=O)N3CCN(c4ccccc4)CC3)n(CCc3ccccc3)c(=O)c2S1 (stereo unspecified)	i	i	2.3
CS(=O)(=O)N(CCC#N)Cc1ccc(/C=C2\C(=O)Nc3ccccc32)o1	i	i	0.61
CSc1ccc(-c2sc(Nc3cccc4ccccc34)n[n+]2-c2ccccc2)cc1	-5.6*	i	-0.43
Cc1cc(C)c(C#N)c(SCC(=O)Nc2ccc(S(=O)(=O)Nc3onc(C)c3C)cc2)n1	i	i	2.8
O=C(c1ccco1)N1CCCC(c2nc3c(nnn3Cc3ccccc3)c(=O)[nH]2)C1 (stereo unspecified)	i	i	0.05
Cc1ccc(Oc2ccccc2NC(=O)C2=COCCO2)cc1	i	i	-0.67
O=C(Cc1n[nH]c(=O)c2ccccc12)OCC(=O)N(Cc1ccccc1)Cc1ccccc1	i	i	1.2
CC1CN(c2oc(Cc3cccc4ccccc34)nc2C#N)CC(C)O1 (stereo unspecified)	i	i	0.11
COc1cccc(C2C(C(=O)c3cccs3)=C(O)C(=O)N2CCN2CCOCC2)c1 (stereo unspecified)	i	i	0.32
CN(C)C(=O)c1cn(-c2ccccc2)nc1-c1cccs1	i	i	0.45
Cn1c(/N=C/c2ccc3c(c2)OCO3)nc2ccccc21	i	i	0.51
CCOc1ccc(N=C2NC(=O)S/C2=C\c2ccc(OC)cc2)cc1	i	i	-0.94
O=C(CCCCCCN1C(=O)c2ccccc2C1=O)Nc1nccs1	i	i	0.24
CCOc1ccc(NC(=O)CCN2CCN(S(=O)(=O)c3cc(Cl)ccc3OC)CC2)cc1	i	i	-2.1
CN(CC(=O)Nc1ccccc1Br)C(=O)c1ccncc1	i	i	-0.11
COc1ccc(CC(=O)Oc2ccc(Br)cc2F)cc1S(=O)(=O)N1CCOCC1	i	i	0.24
O=c1c2ccccc2nc(SCc2cn3ccsc3n2)n1-c1ccc(F)cc1	i	i	-0.38
O=C(Oc1ccc2ccccc2c1)c1cncc(Br)c1	i	i	-0.93
CCOC(=O)CNC(=O)Cn1cnc2c(nnn2-c2cccc(OC)c2)c1=O	i	i	-0.98
CCN(CC(=O)Nc1ccccc1OC)CC(=O)Nc1ccccc1-c1ccccc1	i	i	0.19
CC1=Nn2c(nc(-c3ccccc3)c2-c2ccccc2)NC(=O)C1Br (stereo unspecified)	i	i	0.74
CCCn1c(=NC(=O)CCS(=O)(=O)c2ccccc2)sc2cc(S(N)(=O)=O)ccc21	i	i	0.13

In another format: entries from further up.
Every second line gives: KCNQ2 block, CHT inh, Kir21 block
- COc1ccc(CC(=O)Oc2ccc(Br)cc2F)cc1S(=O)(=O)N1CCOCC1
 : i, i, 0.24
- O=c1c2ccccc2nc(SCc2cn3ccsc3n2)n1-c1ccc(F)cc1
 : i, i, -0.38
- O=C(Oc1ccc2ccccc2c1)c1cncc(Br)c1
 : i, i, -0.93
- CCOC(=O)CNC(=O)Cn1cnc2c(nnn2-c2cccc(OC)c2)c1=O
 : i, i, -0.98
- CCN(CC(=O)Nc1ccccc1OC)CC(=O)Nc1ccccc1-c1ccccc1
 : i, i, 0.19

Next section.
SMILES	KCNQ2 block	CHT inh	Kir21 block
C=CCn1c(SCc2cccc(OC)c2)nnc1-c1ccncc1	i	i	-0.86
Cc1ccc(NC(=O)COc2ccccc2C(=O)NCCN(C)C)cc1	i	i	0.95
O=C(c1cccs1)N1CCCc2ccccc21	i	i	-0.14
CC1C(=O)N2CCCc3cc(S(=O)(=O)N(C)Cc4ccccc4)cc1c32 (stereo unspecified)	i	i	-1.1
CSCCC(=O)N1CCCC(CNC(=O)c2ccc(-c3ccccc3)cc2)C1 (stereo unspecified)	i	i	0.67
Cc1cccc(OCC(=O)Nc2ccccc2F)c1	i	i	-0.1
O=C(Nc1cc(C(F)(F)F)ccc1N1CCCCC1)c1cccc([N+](=O)[O-])c1	i	i	2.1

Screening data: PubChem, Johns Hopkins Ion Channel Center
